MK inhibit = inhibitors of Streptococcus pneumoniae mevalonate kinase | purified MK, PK/LDH-coupled NADH absorbance 340 nm | inhibition, % at 10 µM | 65,000 tested, 0.48% active;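 active means ranked among the strongest by inhibition in the single 10 µM screen, a fixed top-ranked set picked for dose follow-up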; further: no value below 0 was filed
HPDE-C7K KRASV12 = cytotoxicity in KRAS-transformed pancreatic duct cells, primary screen, cell-based, fluorescence, HTS (AID 431); HPDE-C7K KRASV12 cells, Alamar Blue viability, 48 h; higher % means a stronger effect; cytotoxicity, % at 10 µM, or EC50 in µM where a hit was titrated; 63,000 tested, 1.7% active;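 active means compounds whose percent cytotoxicity in the single-dose primary screen, scaled between solvent and toxic-drug controls, exceeds 50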;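 further: 0% = DMSO solvent wells and 100% = doxorubicin-treated wells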
Spn PMK inh = inhibitors of Streptococcus pneumoniae phosphomevalonate kinase. purified PMK, PK/LDH-coupled NADH absorbance 340 nm. inhibition, % at 10 µM. 65,000 tested, 0.49% active;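 active means top-ranked compounds by inhibition in the single 10 µM screen, taking a fixed number of the strongest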;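 further: 0% = full reaction with DMSO carrier and 100% = background rate without enzyme reaction; no value below 0 was filed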
HPDE-C7 cytotoxicity = cytotoxicity in HPDE-C7 cells, cell-based, fluorescence, HTS (AID 430); HPDE-C7 pancreatic duct cells viability, fluorescence; higher % means a stronger effect; 63,000 tested, 1.8% active; cytotoxicity, % at 10 µM; hits with a dose series show EC50 in µM;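 further: cells exposed to compound for 48 hours before viability readout; 0% = vehicle and 100% = reference cytotoxic drug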
Bfl-1 displacement = Bfl-1 inhibitors, primary screen, biochemical, fluorescence polarization, FITC-Bid, mouse (AID 432) | displacement, % at 20 µM; hits with a dose series show IC50 in µM | FITC-Bid BH3 peptide fluorescence polarization displacement; higher % means a stronger effect | 64,000 tested, 0.02% active; in the data active means a potency from the dose series; inactive means the rest, 99 in 100 with displacement below about 15%; further: strong numbers were not always called active
HT1080 cytotoxicity = HT1080 cell viability loss – fluorescence readout (AID 620). HT1080 viability, fluorescence; higher % means a stronger effect. 87,000 tested, 0.42% active. cytotoxicity, % at 10 µM; hits with a dose series show EC50 in µM;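 further: cells exposed to compound overnight then 4 h with Alamar Blue; 0% = vehicle DMSO and 100% = killing control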
TNAP inhibition = inhibition of tissue-nonspecific alkaline phosphatase – biochemical, luminescent (AID 518); purified TNAP enzyme, luminescent substrate readout; higher % means a stronger effect; inhibition, % at 20 µM, or IC50 in µM where a hit was titrated; 64,000 tested, 0.09% active; in the data active means a potency from the dose series; inactive means the rest, 99 in 100 with inhibition below about 22%;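 further: plate controls were vehicle for no effect and reference inhibitor for full effect; many of its hits are not listed in these tables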
LYP phosphatase = LYP phosphatase inhibitors, primary screen, biochemical, DiFMUP fluorescence, recombinant catalytic domain, 10 µM (AID 606); inhibition, % at 10 µM; hits with a dose series show IC50 in µM; 52,000 tested, under 10 active; recombinant LYP catalytic domain, DiFMUP fluorescence; higher % means a stronger effect;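 active means IC50 under 40 µM in the dose-response test; inactive means IC50 of 40 µM or more, or never dose-tested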
Spn DPM-DC inh = inhibitors of Streptococcus pneumoniae diphosphomevalonate decarboxylase. purified DPM-DC, PK/LDH coupled NADH fluorescence. calls only at 10 µM. 65,000 tested, 0.49% active;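 active means the 320 compounds with the highest percent inhibition in the single-dose primary screen, excluding strongly autofluorescent ones, cut at about 32% in these data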;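 further: kinetic rate of NADH fluorescence loss reporting ADP formed by the decarboxylase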
Spn PMK inh pilot replicates = recorded beside Spn PMK inh, whose call it bears; inhibition, %; measured here: pilot screen replicates
MK inhibit pilot replicates = also measured in MK inhibit; calls as there; inhibition, %; measured here: pilot screen replicates
Spn DPM-DC inh pilot screen % = also measured in Spn DPM-DC inh; calls as there; inhibition, %; measured here: pilot screen trials
The depositor's hits bear a star; i = inactive; nt = no result given. Unless noted, no stated cut-off is given here; in the data, active means cytotoxicity above about 50%; inactive means the rest.

SMILES | MK inhibit | HPDE-C7K KRASV12 | Spn PMK inh | HPDE-C7 cytotoxicity | Bfl-1 displacement | HT1080 cytotoxicity | TNAP inhibition | LYP phosphatase | Spn DPM-DC inh | others
Cc1cc(Nc2ccc(C(C)C)cc2)n2ncnc2n1 | 15 | -3% | 9 | 3% | -2% | -4% | 5% | 1% | i
COc1ccc(CNC(=O)Nc2ccc(OC)cc2)cc1 | 0 | -4% | 7 | 2% | -8% | 7% | 8% | 11% | i
CCCn1c(=C(C#N)C#N)s/c(=C2\C=Cc3ccccc3N2CC)c1=O | 8 | 6% | 18 | 7% | -6% | 4% | 10% | 15% | i
COc1ccc(C(O)C(CC(=O)NCCCOC(C)C)C(=O)NCCCOC(C)C)cc1OC (configuration not stated) | 0 | -4% | 8 | -15% | -12% | -1% | 17% | 6% | i
CCN1CCC2(CC1)C(C#N)=C(N)Oc1c2sc2nc(C)cc(C)c12 | 6 | -1% | nt | -1% | -2% | 14% | 10% | 12% | i
CCC(c1nnnn1Cc1ccco1)N(CCc1ccccc1)Cc1cc2ccc(OC)cc2[nH]c1=O (configuration not stated) | 7 | 50%* | 0 | 41% | -1% | 2% | 9% | 3% | i
O=C(Nc1ccccc1)OCCNC(=O)c1ccccc1 | 7 | nt | 14 | nt | -6% | 25% | 10% | -12% | i
Cn1c(NC(=O)c2cccs2)cc(=O)n(C)c1=O | 11 | 3% | 1 | 1% | 6% | -3% | -1% | 8% | i
c1ccc(-n2ncc3c2ncn2c(C4CCCCC4)nnc32)cc1 | 5 | 5% | 0 | 7% | 0% | -1% | 32% | -9% | i
CCN1CCN(C(c2cc3cc4c(cc3[nH]c2=O)OCO4)c2nnnn2C(C)(C)CC)CC1 (configuration not stated) | 10 | -3% | 6 | -8% | -6% | 3% | 14% | -14% | nt
CC1(C)CC(=O)C(C=NCCCN2CCOCC2)=C(O)C1 | 12 | -8% | 11 | -2% | -4% | -11% | 4% | -7% | i
O=C(c1ccco1)N1CCN(S(=O)(=O)N2CCOCC2)CC1 | 5 | -17% | 0 | -7% | 0% | nt | 7% | -2% | i
CC(=O)N1CCC2(CC1)C(C#N)=C(N)Oc1c2sc2nc(C)cc(C)c12 | 9 | -4% | 12 | -4% | -11% | 1% | 9% | 4% | i
CCn1cc(C(=O)NCc2ccccn2)c(=O)c2cc(S(=O)(=O)N3CCCCC3)ccc21 | 10 | 7% | 2 | 8% | 24% | 19% | 5% | 1% | i
COC(=O)CNC(=O)COC(=O)C(Cc1ccccc1)NC(=O)c1ccco1 (configuration not stated) | 5 | 9% | 11 | 6% | -12% | -7% | 7% | nt | i
COc1ccc(Cc2nc(-c3ccc(-n4cccc4)cc3)no2)cc1 | 6 | 8% | 10 | 0% | -9% | 3% | 5% | -5% | i
CS(=O)(=O)N1CCCC(C(=O)NCCCN2CCOCC2)C1 (configuration not stated) | 0 | 0% | 19 | -2% | 8% | 0% | 11% | -4% | i
CCCCSC(=O)Nc1ccccc1 | 7 | -9% | 0 | -15% | -5% | -6% | 14% | nt | i
CCOC(=O)Cc1nnc2c(Nc3ccc(C)cc3)nc3nonc3n12 | 4 | -14% | 17 | -36% | 9% | 0% | 16% | 4% | i | Spn PMK inh pilot replicates=1.0;MK inhibit pilot replicates=0.0;Spn DPM-DC inh pilot screen %=0.0
CCOc1cc(NS(C)(=O)=O)c(OCC)cc1NC(=O)c1cccs1 | 2 | 5% | 1 | 7% | -7% | 2% | 0% | 2% | i
O=C(Cc1ccccc1)Nc1ccccc1CO | 10 | -11% | 0 | -7% | 0% | -4% | 6% | 8% | i
O=C(Cn1c(CN2CCCCC2)nc2ccccc2c1=O)NCc1ccco1 | 18 | -22% | 9 | -23% | -6% | 23% | 5% | nt | i
CCC(c1nnc(SCc2nc3ccccc3s2)n1Cc1ccccc1)N(C)C (configuration not stated) | 0 | 7% | 22 | -6% | -1% | 6% | -3% | 0% | i
COc1ccc(CCNC(=O)C2CCN(Cc3nc(-c4ccccc4C)oc3C)CC2)cc1OC | 15 | -17% | 14 | -12% | 3% | 3% | -14% | 0% | i

Compounds above with two or more sulfur atoms, in the order listed:
SMILES | MK inhibit | HPDE-C7K KRASV12 | Spn PMK inh | HPDE-C7 cytotoxicity | Bfl-1 displacement | HT1080 cytotoxicity | TNAP inhibition | LYP phosphatase | Spn DPM-DC inh | others
CCOc1cc(NS(C)(=O)=O)c(OCC)cc1NC(=O)c1cccs1 | 2 | 5% | 1 | 7% | -7% | 2% | 0% | 2% | i
CCC(c1nnc(SCc2nc3ccccc3s2)n1Cc1ccccc1)N(C)C (configuration not stated) | 0 | 7% | 22 | -6% | -1% | 6% | -3% | 0% | i

The listing continues:
SMILES | MK inhibit | HPDE-C7K KRASV12 | Spn PMK inh | HPDE-C7 cytotoxicity | Bfl-1 displacement | HT1080 cytotoxicity | TNAP inhibition | LYP phosphatase | Spn DPM-DC inh | others
O=C(CN(Cc1ccco1)C(=O)Cn1nnc(-c2ccc(F)cc2)n1)NC1CCCC1 | 15 | -1% | 9 | -5% | -8% | -15% | 5% | 4% | i
CCn1c(CC(=O)Nc2ccc(C)cc2)nnc1SCC(=O)N1CCN(c2ccccc2)CC1 | 0 | 1% | 5 | -2% | -5% | -3% | 6% | 3% | i
COCC(=O)N(C)c1nnc(-c2cnccn2)s1 | 7 | 0% | 2 | -2% | 3% | 13% | 4% | nt | i
COc1ccc(CC(=O)n2nc(-c3ccccc3)nc2NCc2ccco2)cc1 | 6 | 12% | 2 | 4% | -3% | 5% | 5% | 9% | i
CS(=O)(=O)N(Cc1ccco1)Cc1ccccc1Cl | 14 | -12% | 4 | -18% | -5% | 1% | -6% | 6% | i
O=C(O)CCCC(=O)OCCCCc1cccs1 | 9 | -6% | 0 | -8% | -1% | 1% | 1% | -3% | i
CCCOc1ccc(N2C(=O)CC(N3CCN(c4nc5ccccc5s4)CC3)C2=O)cc1 (configuration not stated) | 1 | -8% | 0 | -4% | -4% | 5% | -1% | -5% | i
CCOC(=O)N1CCN(C(=O)CSc2nnc(CNC(=O)c3c(F)cccc3Cl)o2)CC1 | 0 | -1% | 0 | -10% | -4% | nt | 6% | 2% | i
CCCOP(=O)(c1ccc(N(C)C)cc1)C(O)c1ccccc1OC (configuration not stated) | 8 | 39% | 2 | 4% | -1% | 7% | 16% | 19% | i
COc1ccc(N2CCN(CC(=O)Nc3cc4c(cc3C(C)=O)OCO4)CC2)cc1 | 10 | -3% | 2 | -1% | -3% | 2% | 4% | 7% | i
CCC1(CC)C(=O)NC(=O)NC1=Nc1cccc(OC)c1 | 9 | 11% | 0 | 9% | -8% | 5% | 12% | 3% | i
Cc1cc(CN2C(=O)c3ccccc3C2=O)no1 | 0 | -13% | 3 | -12% | 2% | 1% | 3% | nt | i
O=C(Nc1ccccc1)c1ccc(S(=O)(=O)NCc2ccco2)cc1 | 4 | -6% | 10 | 0% | 0% | 4% | 9% | -6% | i
COC(=O)CNS(=O)(=O)c1ccc(Cc2ccc(S(=O)(=O)NCC(=O)OC)cc2)cc1 | 0 | -6% | 16 | -9% | -6% | -5% | 7% | 7% | i
CCC(=O)OC1CSc2nc3ccccc3n2C1 (configuration not stated) | 10 | -1% | 13 | -11% | 3% | 0% | 13% | 8% | i
CCc1nnc(NC(=O)CSc2nnc(-c3ccoc3C)n2CC(C)C)s1 | 7 | -15% | 11 | -27% | 6% | -4% | 16% | 8% | i | Spn PMK inh pilot replicates=0.0;MK inhibit pilot replicates=0.0;Spn DPM-DC inh pilot screen %=3.5
O=C(NCc1ccco1)c1cnc2ccccn2c1=O | 1 | 4% | 6 | 4% | 2% | -1% | 11% | 3% | i
Cn1c(CN2CCCC2)nc2cc(NC(=O)Nc3ccccc3)ccc21 | 3 | -3% | 1 | 7% | 1% | -1% | 5% | 3% | i
O=C(NCc1ccc2c(c1)OCO2)c1cccc(S(=O)(=O)N2CCOCC2)c1 | 13 | -3% | 5 | 4% | -5% | -2% | 4% | 2% | i
O=C1CC(=O)CC(c2ccccc2Cl)C1 | 5 | -14% | 8 | -8% | 6% | -11% | 0% | -4% | i
CCOC(=O)Cc1nc2ccccc2[nH]1 | 8 | -5% | 4 | 0% | -3% | nt | 6% | 20% | i
Cc1ccccc1-c1nc(CS(=O)(=O)CC(=O)NCCCN2CCCC2)c(C)o1 | 3 | -1% | 2 | -1% | 3% | -5% | 5% | 2% | i
Cn1c(=O)c2c(nc(SCC(=O)O)n2Cc2cccc(C(F)(F)F)c2)n(C)c1=O | 0 | -8% | 12 | -11% | 2% | -4% | 10% | 3% | i | Spn PMK inh pilot replicates=4.0;MK inhibit pilot replicates=0.0;Spn DPM-DC inh pilot screen %=2.0
O=S(=O)(Nc1cccc2cn[nH]c12)c1ccc(F)cc1 | 20 | 19% | 0 | 21% | -10% | 14% | -1% | 1% | i

Reprinted at random: 3 entries already listed.
SMILES | MK inhibit | HPDE-C7K KRASV12 | Spn PMK inh | HPDE-C7 cytotoxicity | Bfl-1 displacement | HT1080 cytotoxicity | TNAP inhibition | LYP phosphatase | Spn DPM-DC inh | others
O=C(Nc1ccccc1)c1ccc(S(=O)(=O)NCc2ccco2)cc1 | 4 | -6% | 10 | 0% | 0% | 4% | 9% | -6% | i
O=C(NCc1ccc2c(c1)OCO2)c1cccc(S(=O)(=O)N2CCOCC2)c1 | 13 | -3% | 5 | 4% | -5% | -2% | 4% | 2% | i
Cn1c(=O)c2c(nc(SCC(=O)O)n2Cc2cccc(C(F)(F)F)c2)n(C)c1=O | 0 | -8% | 12 | -11% | 2% | -4% | 10% | 3% | i | Spn PMK inh pilot replicates=4.0;MK inhibit pilot replicates=0.0;Spn DPM-DC inh pilot screen %=2.0

Going on with the list:
SMILES | MK inhibit | HPDE-C7K KRASV12 | Spn PMK inh | HPDE-C7 cytotoxicity | Bfl-1 displacement | HT1080 cytotoxicity | TNAP inhibition | LYP phosphatase | Spn DPM-DC inh | others
Cn1cnnc1SCC(=O)N1CCC(Cc2ccccc2)CC1 | 0 | 25% | 16 | 11% | -3% | -5% | 7% | 6% | i
COc1ccc(C2C(C(=O)NC(C)C)c3ccccc3C(=O)N2C)cc1OC (configuration not stated) | 6 | -14% | 11 | -10% | -1% | -1% | 7% | nt | i
CCOC(=O)N1CCN(S(=O)(=O)c2cc(Br)cc3c2N(C(=O)CC)CC3)CC1 | 11 | 4% | 0 | -6% | -2% | 3% | -6% | nt | i
COc1ccc(CCNC(=O)c2cc(C(C)C)on2)cc1OC | 13 | 2% | 7 | 3% | -3% | 1% | 13% | 8% | i | Spn PMK inh pilot replicates=1.5;MK inhibit pilot replicates=0.0;Spn DPM-DC inh pilot screen %=1.5
Cn1c(=O)c2cn3c(c2n(C)c1=O)C(c1ccccc1)CC(c1ccccc1)=N3 (configuration not stated) | 7 | 11% | 10 | 5% | -4% | 5% | 6% | 4% | i
O=C(CCNS(=O)(=O)c1cccc2nsnc12)N1CCc2ccccc21 | 0 | -8% | 0 | -15% | -1% | nt | 9% | -8% | i
COc1cccc(C2/C(=C(\O)c3ccc4c(c3)OCCO4)C(=O)C(=O)N2CCN(C)C)c1 (configuration not stated) | 6 | -9% | 3 | -13% | 2% | -6% | 8% | 6% | i
Cc1cc(=O)oc(C)c1C(=O)NC12CC3CC(CC(C3)C1)C2 | 0 | -8% | 8 | -3% | -7% | 4% | 12% | 11% | i

Hits appear at their usual frequency; any-hit rate near 3.5%.
